U2OS ROS induce – inducers of reactive oxygen species in cancer cells. U2OS ROS induction, H2DCF-DA fluorescence. ROS induction (% of piperlongumine), % at 10 µM. 46,000 compounds, 2% hits. AID 624156; in the data active means ROS induction above about 79%, passing the limit was not always enough; inconclusive means no clear call, values can overlap the other calls;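 further: 0% = DMSO vehicle median and 100% = reference compound median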
Starred values were filed as active, the others as inactive; ? = inconclusive. This is a subset. The share of hits here may be higher or lower than overall.

SMILES | U2OS ROS induce
C[C@H](CO)N1C[C@H](C)[C@H](CN(C)Cc2ccc(C(=O)Nc3ccccc3N)cc2)Oc2ccc(NC(=O)Nc3cccc4ccccc34)cc2CC1=O | 23
C[C@@H]1CN([C@@H](C)CO)C(=O)c2cccc(NC(=O)NC3CCCCC3)c2O[C@@H]1CN(C)Cc1ccc(Oc2ccccc2)cc1 | 25
COC(=O)c1ccccc1NC(=O)CN(C)S(=O)(=O)c1c(C)cc(C)cc1C | -32
COc1ccc(CN(C)C[C@@H]2Oc3ccc(NS(C)(=O)=O)cc3C(=O)N([C@H](C)CO)C[C@H]2C)cc1 | -1
C[C@H]1CN([C@@H](C)CO)C(=O)c2cc(NC(=O)C3CCCCC3)ccc2O[C@@H]1CN(C)C(=O)Nc1ccccc1 | -11
CCCNC(=O)C1CCN(C(=O)c2sccc2-n2cccc2)CC1 | 5
COc1cccc(NC(=O)CN(C)S(=O)(=O)c2ccc(OC)c(C)c2)c1 | 6
C[C@@H]1CN([C@H](C)CO)C(=O)Cc2cc(NC(=O)Cc3cn(C)c4ccccc34)ccc2O[C@H]1CN(C)Cc1ccc2c(c1)OCO2 | 9
CNC[C@H]1Oc2c(NS(=O)(=O)c3cn(C)cn3)cccc2C(=O)N([C@H](C)CO)C[C@H]1C | -1
O=C(CCCN1C(=O)c2ccccc2C1=O)Nc1ccc(Cl)c(Cl)c1 | -1
Oc1cc(O)c2c(c1)O[C@H](c1ccc(O)c(O)c1)[C@@H](O)C2 | -8
C[C@@H]1CN([C@@H](C)CO)C(=O)c2cccc(NC(=O)Nc3ccccc3)c2O[C@@H]1CN(C)Cc1ccc2c(c1)OCO2 | 6
C[C@@H]1CN([C@@H](C)CO)C(=O)c2cccc(NC(=O)c3cnccn3)c2O[C@@H]1CN(C)C(=O)Nc1ccc2c(c1)OCO2 | -4
CC(Oc1cccc(NC(=O)c2cccc([N+](=O)[O-])c2)c1)C(=O)c1cccc(Cl)c1 (centres undefined) | 5
CNC(=O)CN(c1cccc(Cl)c1Cl)S(=O)(=O)c1ccc(C)cc1 | -9
COc1ccc(NC(=O)CSc2n[nH]c(-c3ccc(Cl)cc3Cl)n2)cc1 | 30
Cc1ccc(N/C(N)=N/c2nc(C(F)(F)F)cc(C(F)(F)F)n2)cc1 | 29
CCn1nc(C)cc1C(=O)Sc1ccccc1Cl | 20
OC1CCN(Cc2ccccc2)CC1 | 6
Cc1ccc(S(=O)(=O)Nc2ccc3c(c2)CC(=O)N([C@H](C)CO)C[C@@H](C)[C@@H](CN(C)C(=O)NC2CCCCC2)O3)cc1 | 11
C[C@H](CO)N1C[C@H](C)[C@@H](CN(C)S(=O)(=O)c2ccccc2)Oc2ccc(NS(=O)(=O)c3ccc(F)cc3)cc2C1=O | 3
FC(F)(F)COc1ccc(-c2nc(-c3ccc(Cl)cc3)cs2)cn1 | -5
O=C(O)c1ccc(NS(=O)(=O)c2cccc(S(=O)(=O)c3ccc(Cl)c(Cl)c3)c2)cc1 | -14
C[C@H]1CN([C@@H](C)CO)C(=O)Cc2cc(NC(=O)C3CCCCC3)ccc2O[C@@H]1CN(C)Cc1ccc(-c2ccccc2)cc1 | 17
C[C@@H]1CN([C@@H](C)CO)C(=O)c2cc(NS(C)(=O)=O)ccc2O[C@H]1CN(C)Cc1ccc(Cl)c(Cl)c1 | 34
New compounds follow
SMILES | U2OS ROS induce
C[C@@H]1CN([C@H](C)CO)C(=O)CCCn2nncc2CO[C@@H]1CN(C)C(=O)Nc1ccnc(N2CCOCC2)c1 | 12
COc1ccc(S(=O)(=O)Nc2ccc3c(c2)C(=O)N([C@@H](C)CO)C[C@@H](C)[C@H](CN(C)Cc2ccc(C(=O)Nc4ccccc4N)cc2)O3)cc1 | 11
CS(=O)(=O)N(CC(=O)Nc1ccc(C(F)(F)F)cc1)c1ccc(F)cc1 | 0
C[C@H]1CN([C@@H](C)CO)C(=O)c2cccc(NC(=O)C3CC3)c2O[C@@H]1CN(C)Cc1ccc(C(F)(F)F)cc1 | 48
C[C@@H]1CN([C@H](C)CO)C(=O)CCCn2cc(nn2)CO[C@H]1CN(C)C(=O)Cc1ccccc1 | -10
Cn1c(=O)c2c(nc(NCCN3CCOCC3)n2Cc2ccc(Cl)cc2Cl)n(C)c1=O | 15
COc1ccc(S(=O)(=O)Nc2cccc3c2O[C@H](CN(C)S(=O)(=O)c2ccc(F)cc2)[C@@H](C)CN([C@H](C)CO)C3=O)cc1 | -8
Cc1cc2nnc(SCc3ccc(Cl)cc3)n2c2ccccc12 | 34
C[C@H]1CN([C@@H](C)CO)C(=O)c2cc(NC(=O)CCCN(C)C)ccc2O[C@H]1CN(C)Cc1ccccc1 | -4
C[C@H]1CN([C@@H](C)CO)C(=O)c2cc(NC(=O)Cn3cnnn3)ccc2O[C@@H]1CN(C)S(=O)(=O)c1cccs1 | 9
COc1ccc(CN(C)C[C@@H]2Oc3ccc(NC(=O)CCC(F)(F)F)cc3C(=O)N([C@@H](C)CO)C[C@H]2C)cc1 | -12
C[C@@H]1CN([C@H](C)CO)C(=O)c2cc(NC(=O)C3CC3)ccc2O[C@@H]1CN(C)S(=O)(=O)c1cccs1 | 11
C[C@@H]1CCCCO[C@@H](CN(C)S(=O)(=O)c2cccs2)[C@@H](C)CN([C@H](C)CO)C(=O)c2cc(NC(=O)Nc3ccccc3)ccc2O1 | 20
CN(C)c1nc(N)nc(CSc2nnnn2-c2cccc3ccccc23)n1 | -4
Cc1ccc(S(=O)(=O)Nc2ccc3c(c2)CC(=O)N([C@@H](C)CO)C[C@H](C)[C@@H](CN(C)C)O3)cc1 | -6
O=C(CSc1nnc(-c2ccncc2)n1-c1ccccc1)Nc1c(Cl)cccc1Cl | -8
O=C(c1cccc2ccccc12)N(C1CCCC1)C1CCCC1 | 10
O=C(COc1ccc(Cl)cc1CO)Nc1ccccc1F | -8
Cc1ccc2ncc(-c3ccc4cc(C)ccc4n3)cc2c1 | 3
C=CCn1cc(C=C2C(=O)OC3(CCCC3)OC2=O)c2ccccc21 | 45
CNC[C@@H]1Oc2c(NS(=O)(=O)c3ccccc3)cccc2C(=O)N([C@H](C)CO)C[C@@H]1C | -5
COc1ccc(S(=O)(=O)Nc2ccc3c(c2)C(=O)N([C@H](C)CO)C[C@H](C)[C@@H](CN(C)C)OCCCC[C@@H](C)O3)cc1 | -1
C[C@H](CO)N1C[C@H](C)[C@H](CN(C)CC2CCCCC2)Oc2c(NC(=O)Nc3cccc4ccccc34)cccc2C1=O | 0
O=C(N/N=C/c1cc(Br)c(O)c(Br)c1)c1ccccc1O | 2
C[C@H](CO)N1C[C@H](C)[C@H](CN(C)Cc2ccc(C(=O)O)cc2)Oc2ccc(NC(=O)NC3CCCCC3)cc2CC1=O | -7

A second format for 3 compounds above.
SMILES	U2OS ROS induce
COc1ccc(S(=O)(=O)Nc2ccc3c(c2)C(=O)N([C@@H](C)CO)C[C@@H](C)[C@H](CN(C)Cc2ccc(C(=O)Nc4ccccc4N)cc2)O3)cc1	11
CS(=O)(=O)N(CC(=O)Nc1ccc(C(F)(F)F)cc1)c1ccc(F)cc1	0
C[C@H]1CN([C@@H](C)CO)C(=O)c2cccc(NC(=O)C3CC3)c2O[C@@H]1CN(C)Cc1ccc(C(F)(F)F)cc1	48

Next section.
SMILES | U2OS ROS induce
C[C@@H]1CN([C@@H](C)CO)C(=O)c2cccc(NC(=O)C3CCOCC3)c2O[C@@H]1CN(C)Cc1ccc(C(F)(F)F)cc1 | -1
C[C@@H]1CN([C@@H](C)CO)C(=O)c2cccc(NS(C)(=O)=O)c2O[C@@H]1CN(C)Cc1ccccc1 | -2
C[C@H](CO)N1C[C@H](C)[C@H](CN(C)S(C)(=O)=O)Oc2ccc(N(C)C)cc2CC1=O | -1
CSc1ccccc1C(=O)Nc1cccc(C(C)O)c1 (centres undefined) | -5
O=C(COc1cc(O)c2c(=O)c3ccccc3oc2c1)c1cccc([N+](=O)[O-])c1 | 0
COc1ccc(NC(=O)N(C)C[C@H]2Oc3ccc(NC(=O)C4CCCCC4)cc3C(=O)N([C@H](C)CO)C[C@H]2C)cc1 | -5
C[C@@H]1CN([C@@H](C)CO)C(=O)c2cccc(NS(=O)(=O)c3cccs3)c2O[C@H]1CN(C)C(=O)NC1CCCCC1 | -9
C[C@H]1CN([C@@H](C)CO)C(=O)CCCn2nncc2CO[C@H]1CN(C)S(=O)(=O)c1ccccc1C#N | -4
CCc1ccc(NC(=O)N2CCC(N(C)C(C)C)CC2)cc1 | -17
CC(NS(=O)(=O)c1ccc(C(C)(C)C)cc1)C1C2CC3CC(C2)CC1C3 (centres undefined) | -2
C[C@H]1CN([C@@H](C)CO)C(=O)c2cccc(NS(=O)(=O)c3cn(C)cn3)c2O[C@H]1CN(C)Cc1ccc(-c2ccccc2)cc1 | 1
O=C(CSc1nnc(-c2cccc(Br)c2)n1-c1ccccc1)c1ccc(F)cc1 | -5
C[C@@H]1CN([C@H](C)CO)C(=O)c2cc(NS(=O)(=O)c3cccs3)ccc2O[C@H]1CN(C)Cc1ccc(C(=O)O)cc1 | 0
C[C@@H]1CN([C@@H](C)CO)C(=O)Cc2cc(NS(=O)(=O)c3ccccc3)ccc2O[C@@H]1CN(C)Cc1ccc(C(=O)O)cc1 | -5
C[C@@H]1CN([C@H](C)CO)C(=O)c2cc(NC(=O)C3CCCCC3)ccc2O[C@@H]1CN(C)Cc1ccc(Cl)c(Cl)c1 | 3
CCCn1c(-c2ccc(S(=O)(=O)N3CCOCC3)cc2)csc1=Nc1ccccc1 | 83*
COc1ccc(CN(C)C[C@H]2Oc3c(NS(=O)(=O)c4ccc(F)cc4)cccc3C(=O)N([C@@H](C)CO)C[C@H]2C)cc1 | 6
O=C(C1CC1)N1N=C(C2CCCCC2)CC1(O)C(F)(F)F (centres undefined) | -9
C[C@@H]1CN([C@H](C)CO)C(=O)c2cccc(NC(=O)C3CC3)c2O[C@@H]1CN(C)C | -6
O=C(NO)c1cccc(C(=O)N/N=C/c2cc(Br)cc(Br)c2O)c1 | 29
C[C@@H]1CN([C@@H](C)CO)C(=O)c2cccc(NS(=O)(=O)c3ccc(Cl)cc3)c2O[C@H]1CN(C)Cc1ccncc1 | 0
COc1ccc(S(=O)(=O)Nc2ccc3c(c2)C(=O)N([C@H](C)CO)C[C@H](C)[C@@H](CN(C)Cc2ccc4c(c2)OCO4)O3)cc1 | 2
Cc1ccc(NC(=O)c2ccc(CSc3ccccn3)cc2)c(C)c1 | -10
O=C(CSc1ccc(Cl)cc1)Nc1cscc1S(=O)(=O)c1ccc(Cl)cc1 | 30
C[C@@H]1CN([C@H](C)CO)C(=O)c2cccc(NC(=O)Nc3ccc(F)cc3)c2O[C@H]1CN(C)S(=O)(=O)c1cccs1 | 19

2 entries picked at random from those above:
SMILES | U2OS ROS induce
O=C(CSc1nnc(-c2cccc(Br)c2)n1-c1ccccc1)c1ccc(F)cc1 | -5
COc1ccc(CN(C)C[C@H]2Oc3c(NS(=O)(=O)c4ccc(F)cc4)cccc3C(=O)N([C@@H](C)CO)C[C@H]2C)cc1 | 6

The list continues.
SMILES | U2OS ROS induce
Cc1ccc(S(=O)(=O)N(C)CC(=O)Nc2ccc(Cl)cc2C(F)(F)F)cc1 | 22
CC(C(=O)Nc1cccc(Cl)c1)N(c1ccc(Cl)cc1)S(C)(=O)=O (centres undefined) | 8
CC(C)(C)OC(=O)NC1(/C=N/NC(=O)CCCCCCC(=O)Nc2ccccc2O)CCCC1 | 28
Cc1ccc(C)c(N(C)C(=O)CCS(=O)(=O)c2cccc3nonc23)c1 | -24
COc1ccc(NC(=O)N(C)C[C@@H]2Oc3ccc(NC(=O)CCN4CCOCC4)cc3CC(=O)N([C@H](C)CO)C[C@H]2C)cc1 | -11
CC(C)NC(=O)N(C)C[C@H]1Oc2ccc(NC(=O)C3CCCCC3)cc2C(=O)N([C@H](C)CO)C[C@H]1C | -5
C[C@@H]1CN([C@H](C)CO)C(=O)CCCn2nncc2CO[C@H]1CN(C)C(=O)c1ccncc1 | -10
C[C@H]1CN([C@@H](C)CO)C(=O)c2cccc(NS(=O)(=O)c3ccc(Cl)cc3)c2O[C@H]1CN(C)C(=O)Nc1ccc(F)cc1 | 67
Cc1c(C)c(C)c(S(=O)(=O)NCCCN2CCOCC2)c(C)c1C | -11
C[C@@H]1CN([C@@H](C)CO)C(=O)Cc2cc(NC(=O)CCC(F)(F)F)ccc2O[C@@H]1CN(C)Cc1ccc(C(=O)O)cc1 | -6
Cc1ccc(S(=O)(=O)Nc2ccc3c(c2)CC(=O)N([C@H](C)CO)C[C@@H](C)[C@H](CN(C)Cc2ccc(-c4ccccc4)cc2)O3)cc1 | ?
CC1(C)CCc2cc(-c3ccnc(=S)[nH]3)ccc2O1 | 11
C[C@H]1CN([C@@H](C)CO)C(=O)c2cc(NC(=O)CCCN(C)C)ccc2O[C@@H]1CN(C)S(=O)(=O)c1cccs1 | -5
C[C@@H]1CN([C@H](C)CO)C(=O)CCCn2nncc2CO[C@H]1CN(C)Cc1ccc2c(c1)OCO2 | -10
C[C@@H]1CN([C@H](C)CO)C(=O)c2cc(NS(=O)(=O)c3cn(C)cn3)ccc2O[C@@H]1CN(C)C | -13
Cc1noc(C)c1S(=O)(=O)N(C)C[C@H]1Oc2ccc(NC(=O)NC(C)C)cc2CC(=O)N([C@@H](C)CO)C[C@@H]1C | -2
Cc1c(C(=O)O)sc2nc(SCC(=O)Nc3ccccc3C(F)(F)F)[nH]c(=O)c12 | -1
COc1ccc(NC(=O)Nc2cccc3c2O[C@@H](CN(C)S(=O)(=O)c2cn(C)cn2)[C@H](C)CN([C@@H](C)CO)C3=O)cc1 | -5
C[C@H]1CN([C@@H](C)CO)C(=O)c2cc(NC(=O)Nc3ccc(C(F)(F)F)cc3)ccc2O[C@H]1CN(C)C(=O)Nc1cccc2ccccc12 | 0

Rewritten with tabs: entries from further up
SMILES	U2OS ROS induce
C[C@H]1CN([C@@H](C)CO)C(=O)c2cc(NC(=O)Nc3ccc(C(F)(F)F)cc3)ccc2O[C@H]1CN(C)C(=O)Nc1cccc2ccccc12	0
Cc1ccc(C)c(N(C)C(=O)CCS(=O)(=O)c2cccc3nonc23)c1	-24
CC1(C)CCc2cc(-c3ccnc(=S)[nH]3)ccc2O1	11
C[C@@H]1CN([C@H](C)CO)C(=O)CCCn2nncc2CO[C@H]1CN(C)Cc1ccc2c(c1)OCO2	-10
CC(C(=O)Nc1cccc(Cl)c1)N(c1ccc(Cl)cc1)S(C)(=O)=O (centres undefined)	8

From PubChem
